RAM network inh: inhibitors of the yeast RAM network; S. cerevisiae dse1pr::URA3 reporter, 5-FOA growth OD615, 2 d; analog-sensitive cbk1-as2 kinase mutant strain; inhibition, % at 50 µM; hit rate 1.8% among 190,000;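 active = inhibition above a set limit, 3 SD over mean compound inhibition, cut at about 8.4% in these data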;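 also: 0% = DMSO-only wells with no growth and 100% = 10 µM 1-NA-PP1 full growth; inhibition rescues growth on 5-FOA so higher OD means more RAM inhibition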
Efa HMGR inh: E. faecalis class II HMG-CoA reductase inhibition; purified E. faecalis HMGR, NADPH absorbance 340 nm kinetic; inhibition, % at 10 µM; hit rate 0.41% among 190,000;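 active = inhibition above a set limit, the median over all tested compounds plus 3 SD, cut at about 9.5% in these data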;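 also: enzyme runs in reverse so mevalonate oxidation gives rising NADPH absorbance; 0% = complete reaction with DMSO and 100% = background rate lacking mevalonate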
Hsp70 activator: transcriptional activators of Hsp70; hit rate 0.04% among 200,000; HeLa Hsp70 promoter luciferase reporter, luminescence; scaled: vehicle 0, proteasome-inhibitor control 100%; AID 1203; activation, % at 10 µM;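 active = activation above the mean across all tested compounds plus 3 SD, cutoff set per campaign, cut at about 5.5% in these data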;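 also: 100% = MG132 at 30 µM as the positive control and 0% = DMSO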
PMI act satM6P: increases human PMI activity with near-saturating mannose 6-phosphate; coupled PMI enzyme assay, resazurin fluorescence, 20 min; hits give high values; 1 = untreated enzyme, 0 = substrate-free blank; activation factor at 20 µM; hit rate 0.34% among 190,000;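 active = activation factor of 2 or more at 20 µM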
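Test system: human PMI in coupled enzyme assay; Input: PMI at 15 ng/mL final; Medium: HEPES buffer, pH 7.4; Schedule: 20 min incubation at room temperature; Technique: resorufin fluorescence at Ex 544/Em 590 nm; Compound: 20 µM single dose; Probe or stimulus: Near-saturating mannose-6-phosphate, 1.0 mM.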
PMI act: phosphomannose isomerase (human) activation; purified human PMI, coupled resazurin fluorescence, 20 min; hits give high values; 1 = vehicle control, 0 substrate-free wells; activation factor at 20 µM; AID 1214; hit rate 0.005% among 190,000;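 active = activation factor of 2 or more at 20 µM, relative to plate controls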
S1P3 antag: blocks the human S1P3 receptor; AID 485; inhibition, % at 4.98 µM; hit rate 0.27% among 170,000; CHO S1P3 NFAT-BLA reporter, FRET fluorescence, antagonist mode;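 active = inhibition above the plate cutoff, the mean inhibition of test wells on that plate plus 3 SD, cut at about 28% in these data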;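 also: cells challenged with S1P at its EC80 of 0.8 µM; blue over green emission ratio from cleaved BLA substrate after 4 h stimulation; 0% = S1P-stimulated wells and 100% = unstimulated DMSO-only wells; some compounds past the cut are filed as inactive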
TNAP inh noacc: TNAP (human) inhibition, acceptor-free conditions; hit rate 0.26% among 200,000; P05186; purified TNAP, CDP-star luminescence, 30 min; inhibition, % at 20 µM;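 active = tissue-nonspecific alkaline phosphatase inhibition above about 50% at 20 µM in the single-dose screen, limit read from the data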;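 also: 0% = DMSO negative control and 100% = EDTA positive control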
TNAP inh hi DEA: TNAP (human) inhibition, high acceptor | P05186 | purified TNAP, CDP-star luminescence, 1 M DEA | inhibition, % at 20 µM | hit rate 0.03% among 200,000;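 active = over 50% inhibition of tissue-nonspecific alkaline phosphatase at 20 µM in the single-dose screen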;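 also: plate controls were DMSO wells for no effect and EDTA-quenched wells as full inhibition for full effect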
DTT redox prof: compounds producing H2O2 with reducing agent – biochemical, NIH compound library profiling, artefact control for MLSCN library redox annotation, primary screen; hit rate 0.03% among 200,000; AID 878; activation, % at 10 µM; DTT-dependent redox cycling H2O2, phenol red/HRP absorbance; 100% = 100 µM peroxide control, 0% = buffer;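 active = activation of at least 50% relative to the plate's high and low controls in the primary single-dose screen; inactive = activation below 50%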;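 also: compound incubated with DTT at 0.8 mM final as the reducing agent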
L major viab: reduces viability of Leishmania major promastigotes. resazurin fluorescence viability. hit rate 9% among 200,000. inhibition, % at 10 µM; in the data active = inhibition above about 50%;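 also: promastigotes grown with compound for 44 hours at 28 °C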
* = called active by the depositor; nt = not tested or not shown.

SMILES	RAM network inh	Efa HMGR inh	Hsp70 activator	PMI act satM6P	PMI act	S1P3 antag	TNAP inh noacc	TNAP inh hi DEA	DTT redox prof	L major viab
COc1ccc(CCNC(=O)CCn2c(=O)oc3ccccc32)cc1OC	-0.1	5	-0.3	0.9	0.9	-1	-16	-5	-0.1	-1
O=C(NCc1ccc(F)cc1)c1ccc(CS(=O)(=O)Cc2ccc(F)cc2)o1	3.2	-3	0.1	1	1.1	14	2	-6	-0.2	2
CCN(Cc1ccccc1)S(=O)(=O)c1ccc(C(=O)Nc2nnc(C3CC3)o2)cc1	3.9	-8	nt	1	1.1	0	-24	-2	-1.1	98*
Cc1ccc(C)c(NC(=O)c2ccc3c(c2)N(Cc2ccc(F)cc2)C(=O)CS3=O)c1 (stereo unspecified)	-0.1	-2	-0.1	1	1	-18	-5	-5	-0.7	3
CC(=O)Nc1ccccc1NC(=O)CC(C)(C)C	0.4	1	-0.1	0.9	0.9	-27	-8	-2	-1.8	-3
O=C(/C=C/c1ccccc1)NNC(=O)C1CC1	2.2	-3	-0.2	1	0.9	nt	-9	-4	0.1	-5
CC(=O)N=c1n(C)c2ccccc2n1CCOc1ccccc1	1.6	-1	0.1	1	1	-8	-12	-6	-0.2	-6
CN(C)CCN1C(=O)c2oc3ccc(F)cc3c(=O)c2C1c1ccncc1 (stereo unspecified)	0.2	-7	-0.1	0.9	0.9	nt	1	1	-0.8	1
Fc1ccccc1OCCCCCCN1CCCC1	-0.2	-1	-0.2	0.9	0.9	nt	-6	-2	-3.3	98*
CCOc1ccc(C2=Nn3c(nnc3-c3ccccc3)SC2)cc1Cl	7.5	-5	-0.3	0.9	0.9	-17	-10	-6	3.3	-4
CCN(CC)C(=O)Cn1nnc(-c2ccc(S(C)(=O)=O)cc2)n1	0.6	-5	0.1	1	1	6	-12	-7	-0.6	-6
Cc1ccc(N2CCN(C(=O)c3ccccc3NC(=O)C3CCCCC3C(=O)O)CC2)cc1 (stereo unspecified)	1.6	1	0.0	1	1	-12	-6	-2	-0.3	-7
COC(=O)c1ccc(C(=O)OC)c(NC(=O)COC(=O)C2CC2C)c1 (stereo unspecified)	2.1	2	-0.3	1	0.9	nt	-2	4	-0.2	76*
Cc1cccc2cc(COC(=O)C(C)(C)C)c(=O)[nH]c12	0.3	1	-0.2	0.9	0.9	-21	-6	4	-3.4	4
O=C(COc1ccccc1Cl)NNC(=O)C1CCCO1 (stereo unspecified)	0.5	2	-0.4	0.9	0.9	nt	-10	-3	2.1	-6
Cc1nn(Cc2ccc(F)cc2)c(C)c1NC(=O)c1nn(C)cc1Cl	-0.2	-3	0.0	0.9	1	nt	-7	0	0.6	-1
COCCN(C(=O)Nc1ccc(OC)cc1OC)C1CCN(C(C)=O)CC1	0.5	-4	-0.3	0.9	1	-7	-11	-6	3.6	0
CCN(CC)CCCNCC(=O)Nc1cc(C)on1	1.3	-4	-0.1	1	1	-2	-12	-2	-2.6	-6
COCC(=O)Nc1ccc(OCc2ccccc2)cc1	1.1	0	-0.4	1	1	0	-11	-3	0.1	48
CCOc1cc(NC(=S)NCCCN2CCOCC2)c(OCC)cc1NC(=O)c1cccs1	0.5	-5	0.2	0.4	0.7	0	2	2	1.9	10
O=C(Nc1cccc2ccccc12)C12CC3CC(C1)CC(n1cnc([N+](=O)[O-])n1)(C3)C2	1.1	2	-0.3	1	1	nt	-6	1	0.1	73*
Cc1nnc(-c2cnn(C)c2N)n1Cc1ccccc1F	0.6	-3	0.4	1	0.9	nt	-8	-2	0.2	-4
Oc1[nH]c2c(Cl)cc(Cl)cc2c1N=NC(=S)NCC1CCCO1 (stereo unspecified)	2.2	1	-0.1	0.9	0.9	-12	-48	20	0.1	98*
O=[N+]([O-])c1ccc(O)c(Nc2ncnc3ccccc23)c1	3.7	-2	-0.1	1.1	1.2	0	7	19	0.2	-8
O=C(COc1ccc2ccccc2c1)Nc1cccc(C(=O)Nc2ccccc2C(=O)O)c1	4.6	-5	-0.2	1	1	12	-11	2	-0.6	7
c1ccc(Cn2nnc3c(NCC4CCCO4)nc(C4CC4)nc32)cc1 (stereo unspecified)	3.5	-6	-0.4	1	1	-4	-11	-5	-0.3	21
O=C(Nc1cccc(Cl)c1Cl)C1CC(=O)N(c2ccc(Br)cc2)C1 (stereo unspecified)	1.1	8	-0.6	1	1.1	nt	-54	-9	0.0	-3
O=C(O)C1NCCc2ccccc21 (stereo unspecified)	1.4	-7	-0.1	1.1	1.1	-15	-16	-7	-0.6	12
O=C(CC(C(=O)O)P(=O)(c1ccccc1)c1ccccc1)c1ccccc1 (stereo unspecified)	2.1	0	-0.1	1	1.1	-16	-13	-5	-0.6	-1
NC1=NC2(CCCCC2)N(c2ccc(F)cc2)C(N)=N1	0.7	3	-0.2	1.1	1.1	nt	-9	-3	0.1	-6
COc1ccc(-n2c(SCC(=O)N3CCCCC3)nnc2-c2cccnc2)cc1	0.3	-1	0.3	1.1	1	3	-3	2	1.2	-6
Cc1ccc(C)c(NC(=O)c2cc(-c3cccnc3)nc3ccccc23)c1	0.9	2	-0.3	1	0.9	-15	-12	-2	-1.8	8
Cc1c(C(=O)NN2CCCCC2)nn(-c2ccc(Cl)cc2Cl)c1-c1ccc(I)cc1	nt	5	-0.1	0.9	0.9	-2	-10	-6	nt	nt
CCOC(=O)C1=NN(c2ccccc2)C2(S1)SC(C(C)=O)=C(C)N2c1ccccc1 (stereo unspecified)	1.5	-3	-0.4	1	0.9	nt	-4	-3	0.0	61*
O=C1CSC(c2ccccc2F)N1c1ccccc1 (stereo unspecified)	-0.1	-1	-0.3	1	1	nt	-10	0	-0.1	-2
Cc1cc(C)c(S(=O)(=O)NCc2ccncc2)c(C)c1	0.6	-1	-0.5	1.1	1.1	nt	-11	-2	0.3	-3
Cc1ccccc1Cn1ccc(NC(=O)c2onc(C)c2Cl)n1	0.2	-8	0.1	1	1.1	8	-12	-4	-0.7	-3
O=C(N/N=C/c1cc(Br)cs1)c1ccccc1[N+](=O)[O-]	2.1	-2	0.0	1	0.9	11	-5	3	-0.3	0
CCOc1ccc(-c2n[nH]c(C)c2Oc2ccccc2OC)c(O)c1	3.1	-6	-0.4	1	1	-45	-18	1	0.0	11
COc1cc(/C=C/C(=O)OCC(=O)Nc2ccc3c(c2)OCCO3)ccc1O	4.1	-8	-0.2	1	0.9	-2	-6	0	0.4	-8
O=C(NC1CCCC1)C1CCN(S(=O)(=O)c2cccc3cccnc23)CC1	0.4	1	-0.3	1	1.1	-8	0	-5	-0.2	-1
Nc1ncnc(Sc2ncccn2)c1[N+](=O)[O-]	5.7	2	0.3	0.9	1	6	-9	-4	0.1	59*
Cc1cc(=O)n2nc(N3CCCC(C(=O)N4CCc5ccccc54)C3)sc2n1 (stereo unspecified)	0.1	-1	-0.5	1	0.9	-1	-10	-3	1.1	3
CN(C)S(=O)(=O)c1ccc(N2CCCC2)c(C(=O)NC(c2ccccc2)c2ccccc2)c1	2.0	-7	-0.2	1.1	1	nt	-8	-4	0.0	23
COc1cccc(C2CC(C(F)(F)F)n3ncc(C(=O)Nc4c(C)n(C)n(-c5ccccc5)c4=O)c3N2)c1 (stereo unspecified)	0.9	-2	-0.1	1	1.1	nt	-5	-4	1.8	-5
COc1ccc(Cl)cc1S(=O)(=O)N1CCN(Cc2ccc3c(c2)OCO3)CC1	0.4	1	-0.3	0.9	0.9	3	-3	2	-2.9	72*
O=C(CCc1ccc(S(=O)(=O)NC2CCCCC2)cc1)NCc1ccccn1	0.5	-3	-0.4	1	1	-11	14	-8	-0.1	-6
CCC(=O)Nc1cc2c(cc1C(=O)CC)OCCO2	1.1	-5	-0.2	0.9	0.9	nt	-10	-2	-0.4	-2

Four structures from above, arranged by length of the SMILES, smallest number first.
SMILES	RAM network inh	Efa HMGR inh	Hsp70 activator	PMI act satM6P	PMI act	S1P3 antag	TNAP inh noacc	TNAP inh hi DEA	DTT redox prof	L major viab
Nc1ncnc(Sc2ncccn2)c1[N+](=O)[O-]	5.7	2	0.3	0.9	1	6	-9	-4	0.1	59*
O=C(CCc1ccc(S(=O)(=O)NC2CCCCC2)cc1)NCc1ccccn1	0.5	-3	-0.4	1	1	-11	14	-8	-0.1	-6
COc1ccc(Cl)cc1S(=O)(=O)N1CCN(Cc2ccc3c(c2)OCO3)CC1	0.4	1	-0.3	0.9	0.9	3	-3	2	-2.9	72*
COc1cccc(C2CC(C(F)(F)F)n3ncc(C(=O)Nc4c(C)n(C)n(-c5ccccc5)c4=O)c3N2)c1 (stereo unspecified)	0.9	-2	-0.1	1	1.1	nt	-5	-4	1.8	-5

(continued)
SMILES	RAM network inh	Efa HMGR inh	Hsp70 activator	PMI act satM6P	PMI act	S1P3 antag	TNAP inh noacc	TNAP inh hi DEA	DTT redox prof	L major viab
CCOc1ccc(NC(=O)CSc2nnc(C)n2CC2CCCO2)cc1 (stereo unspecified)	1.5	3	-0.1	1.1	1	nt	-10	-1	0.0	-6
NC(=O)CSc1nc2ccccc2nc1SCC(N)=O	3.9	1	-0.3	1.1	1.1	-21	-2	-1	-1.2	-3
O=C(Nc1ccccc1C(=O)N1CCCCCC1)c1cccc(S(=O)(=O)N2CCOCC2)c1	-0.3	-1	-0.4	0.9	0.9	0	-9	-2	0.8	0
CCCS(=O)(=O)N1CCC(C(=O)NCc2ccc(F)cc2)CC1	-1.5	-7	-0.1	1	1	-8	-11	-3	-0.2	-5
COc1cccc(/C=N/NC(=O)CC2C(=O)NN=C2C)c1OC (stereo unspecified)	0.9	-4	-0.1	1	1	nt	-8	-1	-8.0	12
Cc1nc2sccn2c1P(c1c(C)nc2sccn12)c1c(C)nc2sccn12	1.1	2	-0.3	1.1	1.1	-25	0	-4	-0.2	6
O=C(CN1C(=O)c2cccc3cccc1c23)N1CCN(c2ccccc2)CC1	2.6	0	-0.2	0.9	0.9	-32	8	2	0.3	-3
COc1cc(C2CC(=O)NC3=C2C(=O)CC(C)(C)C3)ccc1O (stereo unspecified)	0.0	-2	0.0	1	0.9	-26	-9	-3	-0.1	-1
CCN(CCn1cccn1)Cc1cn[nH]c1-c1ccc(-c2ccccc2)cc1	4.4	-5	0.2	1.1	1	-1	-1	5	-0.1	3
CCOC(=O)C1=NOC2C(=O)N(c3ccc(Cl)cc3Cl)C(=O)C12 (stereo unspecified)	0.0	3	-0.4	1	1.1	-17	-12	-4	3.7	-7
CCCS(=O)(=O)N1CCCC(C(=O)NC(C)c2ccc3c(c2)OCCO3)C1 (stereo unspecified)	0.1	1	-0.1	0.9	0.8	-32	-13	-2	0.2	-1
CC(C)CNC(=S)NC1CC2CCCC(C1)N2Cc1ccco1 (stereo unspecified)	0.0	4	0.0	1.1	1	nt	-8	-3	-5.3	62*
CN(C)c1ccc(C(=O)NC2CCCc3ccccc32)cc1 (stereo unspecified)	2.9	4	-0.1	0.9	0.9	-6	-9	-3	-0.5	6
CCOc1ccccc1NC(=O)CC1Nc2cc(C)c(C)cc2NC1=O (stereo unspecified)	1.1	-4	0.6	0.9	0.8	-7	-18	-7	2.1	5
COCCN(C(=O)CCl)C(C(=O)NC1CCCCC1)c1ccccc1C (stereo unspecified)	1.9	-1	-0.5	1.1	1.1	-14	13	0	-0.5	99*
